Neddylation inh: cullin neddylation inhibition; AID 651699; hit rate 0.58% among 360,000; calls only at 25 µM; P61081+Q13564; TR-FRET cullin neddylation, biochemical; in the data active means inhibition above about 36%
STEP inh: inhibitors of human striatal-enriched phosphatase STEP | P54829 | recombinant STEP, OMFP fluorogenic substrate, fluorescence | inhibition, % at 20 µM | hit rate 0.25% among 360,000;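 active means inhibition at 20 µM, scaled per plate between control wells, above about 37%, limit read from the data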;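 further: 0% = DMSO with enzyme and substrate and 100% = substrate only without enzyme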
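Material: STEP (striatal-enriched tyrosine phosphatase) enzyme, cell-free; Compound dosing: 20 µM single dose in 1% DMSO; Technique: fluorescence read at 480 nm ex / 540 nm em; Times: reaction 20 min, ambient temperature; Medium: 50 mM Bis-Tris pH 6.0 with 2.5 mM DTT and 0.005% Tween 20; Also added: OMFP at 25 µM.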
LMPTP block: LMPTP (human) inhibition. P24666. recombinant LMPTP-A, OMFP fluorogenic substrate, fluorescence intensity. inhibition, % at 20 µM. hit rate 0.22% among 360,000;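 active means compounds that cut the enzyme signal by at least half of the control window in the single-dose screen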;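 further: plate controls were DMSO wells with enzyme plus substrate for no effect and substrate without enzyme for full effect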
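Assay system: LMPTP-A enzyme. Input: 0.625 nM LMPTP-A final. Probe or stimulus: 400 µM OMFP. Compound dosing: single 20 µM dose. Schedule: 50 min dark incubation at room temperature. Detection: fluorescence intensity of OMFP turnover product. Read-out: percent inhibition versus substrate-only and uninhibited controls. Benchmarks: no-enzyme low control, uninhibited high control.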
SKN-1 inh: C. elegans SKN-1 inhibition. C. elegans VP596 Pgst-4::GFP/RFP ratio, acrylamide-induced, 24 h. inhibition, % at 21.8 µM. hit rate 0.49% among 360,000;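 active means interference check ratio from 0.5 to 1.5 plus GFP to RFP signal ratio inhibition reaching or exceeding a fixed threshold, cut at about 30% in these data, passing the limit was not always enough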; further: some compounds called inactive have numbers as strong as hits
CendR NRP1 mod: NRP-1/CendR interaction modulation | hit rate 0.85% among 360,000 | FAM-RPARPAR peptide binding to NRP-1, fluorescence polarization | inhibition, % at 25 µM | O14786;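 active means inhibition or corrected inhibition above about 18%, plus a signal ratio from 0.5 to 1.5, limit read from the data, passing the limit was not always enough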; further: strong numbers were not always called active
Target sequence (O14786 whole entry, looked up): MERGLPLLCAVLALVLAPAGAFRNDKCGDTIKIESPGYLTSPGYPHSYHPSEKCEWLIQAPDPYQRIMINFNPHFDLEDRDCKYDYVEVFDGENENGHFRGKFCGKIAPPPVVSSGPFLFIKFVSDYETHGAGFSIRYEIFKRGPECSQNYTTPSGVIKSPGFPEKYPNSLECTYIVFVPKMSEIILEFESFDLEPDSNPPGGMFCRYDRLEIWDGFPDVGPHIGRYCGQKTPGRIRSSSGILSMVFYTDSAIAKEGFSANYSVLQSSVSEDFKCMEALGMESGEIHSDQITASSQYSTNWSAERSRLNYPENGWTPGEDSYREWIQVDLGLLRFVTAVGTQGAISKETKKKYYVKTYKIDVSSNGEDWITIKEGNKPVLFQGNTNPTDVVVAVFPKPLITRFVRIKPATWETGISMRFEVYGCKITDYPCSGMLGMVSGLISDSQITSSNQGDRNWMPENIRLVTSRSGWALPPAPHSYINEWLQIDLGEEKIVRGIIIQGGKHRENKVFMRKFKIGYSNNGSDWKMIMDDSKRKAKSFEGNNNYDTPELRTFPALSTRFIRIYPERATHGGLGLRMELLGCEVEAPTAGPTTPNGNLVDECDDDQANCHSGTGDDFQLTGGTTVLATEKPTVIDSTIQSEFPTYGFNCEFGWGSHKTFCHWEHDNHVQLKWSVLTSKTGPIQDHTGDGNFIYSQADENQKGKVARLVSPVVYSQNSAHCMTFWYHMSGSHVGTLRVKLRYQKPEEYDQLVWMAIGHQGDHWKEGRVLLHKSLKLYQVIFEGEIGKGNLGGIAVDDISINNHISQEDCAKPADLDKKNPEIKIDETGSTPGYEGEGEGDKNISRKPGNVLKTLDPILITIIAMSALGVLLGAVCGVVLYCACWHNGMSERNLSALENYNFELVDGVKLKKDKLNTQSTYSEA
NadD inh: blocks S. aureus nicotinate mononucleotide adenylyltransferase | AID 602399 | inhibition, % at 20 µM | purified NadD enzyme, colorimetric absorbance read-out | hit rate 0.78% among 360,000; in the data active means inhibition above about 26%; further: some compounds past the cut are filed as inactive
DNMT1 block: blocks human DNA methyltransferase DNMT1; P26358; DNMT1 molecular beacon, Hinp1I cleavage, fluorescence; inhibition (reported as % activation of signal), % at 10 µM; hit rate 0.83% among 360,000; in the data active means inhibition above about 50%
SUMO1 PPI mod: modulators of human SUMO1-mediated protein-protein interactions; SUMO1 binding to a labelled peptide, TR-FRET, 1 h; inhibition, % at 20 µM; hit rate 0.33% among 360,000; in the data active means inhibition above about 37%
Target sequence (P63165 whole entry, looked up): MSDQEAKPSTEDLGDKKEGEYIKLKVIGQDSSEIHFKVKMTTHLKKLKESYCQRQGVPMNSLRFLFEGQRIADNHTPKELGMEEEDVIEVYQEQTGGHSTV
Scp-1 inhibitor: Scp-1 (human) phosphatase inhibition | Recombinant Scp1, phosphopeptide, malachite green phosphate absorbance | inhibition, % at 20 µM | hit rate 0.88% among 340,000 | AID 493091;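 active means inhibition above about 50% at 20 µM, limit read from the data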;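 further: plate controls were DMSO wells with enzyme for no effect and wells lacking enzyme for full effect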
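Assay system: SCP-1 catalytic fragment, aa 76-261 | Buffer or medium: Tris acetate buffer pH 5.5 with MgCl2 and Tween-20 | Compound: One concentration, 20 µM, with 1.0% DMSO | Also added: Phospho 17-mer peptide substrate | Signal: Absorbance at 630 nm | Incubation: 45 min enzyme reaction at room temperature | Measure: % inhibition of SCP-1 phosphate liberation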
TbMetRS inhib: blocks T. brucei methionyl-tRNA synthetase activity; purified T. brucei MetRS, ATP depletion, Kinase-Glo luminescence; inhibition, % at 11.9 µM; hit rate 0.4% among 360,000; AID 624268;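 active means inhibition above a per-plate cutoff of the control wells' mean inhibition plus 3 SD, cut at about 5.5% in these data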;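 further: 0% = DMSO wells median and 100% = median of wells with control inhibitor compound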
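Test system: purified T. brucei MetRS enzyme. Also added: ATP, methionine and E. coli bulk tRNA substrates. Compound: 11.9 µM single point. Schedule: 15 min enzyme-compound preincubation, 2 h reaction, 10 min detection, 25 °C. Signal: luciferase luminescence of residual ATP, Kinase-Glo. Evaluation: percent inhibition versus plate control medians. Controls: DMSO wells, low control.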
Active calls of the source: *; i = inactive; · = no result given; + = active, no number.

1: COc1ccc(N(Cc2cc3ccccc3[nH]c2=O)S(=O)(=O)c2ccc(C)cc2)cc1
2: NS(=O)(=O)c1ccc(NC(=O)c2cc(-c3ccccc3O)n[nH]2)cc1
3: Cc1sc2nc(-c3cccnc3)[nH]c(=O)c2c1-c1ccccc1
4: O=C(CCn1nc(-c2ccc(Cl)cc2)ccc1=O)N1CCN(c2ccccn2)CC1
5: O=C(c1ccccc1-c1nc(-c2ccccc2Cl)no1)N1CCOCC1
6: O=C(Cc1ccc(Br)cc1)NC1CCCCC1
Compound,1,2,3,4,5,6
Neddylation inh,i,i,+,i,i,i
STEP inh,2,-2,4,2,0,-2
LMPTP block,1.9,-0.2,1.1,2.0,-1.8,-0.5
SKN-1 inh,-7,-9,-2,-2,10,-3
CendR NRP1 mod,-3,-10,6,0,8,-1
NadD inh,-2,-9,-5,-3,-3,5
DNMT1 block,-6,0,3,0,-2,1
SUMO1 PPI mod,-1,3,-4,-14,2,0
Scp-1 inhibitor,-7,0,-7,-4,-1,-13
TbMetRS inhib,-0.1,-0.8,-1.1,0.6,0.0,-0.4

7: C=CCn1c(N)c(C(=O)OCC)sc1=S
8: O=C(Cn1c2ccccc2c(=O)c2ccccc21)N/N=C/c1cc([N+](=O)[O-])ccc1N1CCCCC1
9: COc1cccc(/C=C/C(=O)OCC(=O)NCc2ccco2)c1OC
10: O=C(CN1CCCCC1)Nc1scc2c1c(=O)oc1ccccc12
11: CCC(Oc1ccc(C)c(C)c1)C(=O)O (centres undefined)
12: CCC(CC)C(=O)N1CC(=O)Nc2ccc(F)cc2C1c1ccccc1 (centres undefined)
Compound,7,8,9,10,11,12
Neddylation inh,i,i,i,i,i,i
STEP inh,2,4,2,-1,-8,-3
LMPTP block,-1.1,1.1,0.0,0.3,-0.4,-0.3
SKN-1 inh,14,-3,-4,3,0,-5
CendR NRP1 mod,11,-14,-6,15,2,7
NadD inh,1,47*,0,-9,2,-7
DNMT1 block,0,10,2,23,1,1
SUMO1 PPI mod,-14,-1,-8,0,2,2
Scp-1 inhibitor,-7,3,-7,-11,-4,-7
TbMetRS inhib,-0.3,0.2,1.8,-1.1,-2.0,-0.8

13: CC(C)C[C@@H](CN1CCCC1CN1C(=S)NC[C@@H]1Cc1ccc(O)cc1)N1C[C@H](Cc2ccc(O)cc2)N(CC2CCCCC2)C1=S (some centres undefined)
14: CCN(CC)S(=O)(=O)c1cccc(C(=O)NC(C)C(c2cccs2)N2CCCC2)c1 (centres undefined)
15: Cc1ccc(Oc2cc(C)nc(-c3ccccc3O)n2)cc1
16: Cn1cnc2cc(NCc3ccccc3O)ccc21
17: O=C(O)c1cn(-c2ccccc2)nc1-c1cccnc1
18: O=C1c2ccccc2C(=O)N1CCCN1C(=O)c2ccccc2C1=O
Compound,13,14,15,16,17,18
Neddylation inh,i,i,i,i,i,i
STEP inh,1,1,6,0,-1,-2
LMPTP block,6.9,-1.7,2.5,1.8,-1.7,-0.8
SKN-1 inh,3,8,3,-14,10,6
CendR NRP1 mod,8,-16,18,-4,-1,19
NadD inh,54*,-5,19,-1,-5,3
DNMT1 block,-37,-1,-2,6,2,3
SUMO1 PPI mod,3,1,0,1,2,-10
Scp-1 inhibitor,30,-11,-4,-10,-11,-5
TbMetRS inhib,-0.5,0.1,0.3,0.4,-0.7,-0.3

19: O=C(c1ccc2c3c(cccc13)CC2)C1CCCN(Cc2ccncc2)C1 (centres undefined)
20: CSc1ccc(CN2CCC2(C)C(=O)Nc2cccc(Oc3ccccc3)c2)cc1 (centres undefined)
21: COc1ccccc1-c1oc2ccccc2c1-c1ccc2c(c1)OCO2
22: CCNc1nc(NC(C)C)nc(N(n2cnnc2)S(=O)(=O)c2ccc(C)cc2)n1
23: N#Cc1ccc2c(c1)nc1ccccn12
24: COc1ccccc1NC(=O)CN1CCN(c2ccc(Cl)cc2)CC1
Compound,19,20,21,22,23,24
Neddylation inh,i,i,·,i,·,i
STEP inh,0,2,1,-4,-1,6
LMPTP block,-0.2,4.1,2.4,-0.6,-0.6,3.5
SKN-1 inh,4,14,2,4,-17,10
CendR NRP1 mod,-11,8,10,-3,-8,-11
NadD inh,-5,8,-8,-2,-7,0
DNMT1 block,-4,3,0,6,3,-3
SUMO1 PPI mod,-13,-6,-4,-3,-10,-1
Scp-1 inhibitor,0,·,-11,2,-1,-12
TbMetRS inhib,0.1,-0.3,-0.4,-0.2,-0.5,-0.8

25: COc1cccc2sc3ccc(C#Cc4ccc(N)cc4)cc3c(=O)c12
26: Cc1ccc(-c2nc3ccccc3o2)cc1NC(=O)c1ccc2c(c1)OCO2
27: Cc1c(C(=O)OCCOC(C)C)[nH]c2c1C(=O)CC(C)(C)C2
28: CC(=O)Oc1ccccc1N(C(C)=O)S(=O)(=O)c1cccc([N+](=O)[O-])c1
29: O=C(CCC(=O)N1CCCc2ccccc21)N1CCN(S(=O)(=O)c2ccccc2)CC1
30: Cc1ccc(CN2CC(C(=O)N3CC=C(c4ccccc4)CC3)CC2=O)cc1 (centres undefined)
Compound,25,26,27,28,29,30
Neddylation inh,i,i,i,i,i,i
STEP inh,0,-3,5,4,0,-1
LMPTP block,2.5,-0.5,0.0,2.6,-1.6,-8.7
SKN-1 inh,5,-28,-3,8,9,4
CendR NRP1 mod,11,-14,-4,-7,28*,14
NadD inh,5,3,-1,-7,4,8
DNMT1 block,-23,43,-1,15,2,0
SUMO1 PPI mod,-9,5,7,-14,2,-18
Scp-1 inhibitor,8,-11,0,15,-12,-13
TbMetRS inhib,0.0,-0.2,-1.4,-0.9,-1.2,-0.1

31: CN(C)CCCN(C(=O)CCOc1ccccc1)c1nc2ccc(F)cc2s1
32: COC(=O)c1cc(C(=O)N2CCN(c3cccc(C)c3C)CC2)cc([N+](=O)[O-])c1
33: N/C(=N\OC(=O)Cc1ccccc1[N+](=O)[O-])c1ccc(Br)cc1
34: N#CCCCCn1ccc(NC(=O)c2ccc(Cl)cc2O)n1
35: COc1ccc(NC(=O)N2CCc3cc(OC)c(OC)cc3C2)cc1
36: C=CCN(C(=O)c1csnn1)C(C(=O)NC1CCCC1)c1ccc(Cl)cc1 (centres undefined)
Compound,31,32,33,34,35,36
Neddylation inh,i,i,i,i,i,i
STEP inh,3,2,-1,1,2,-1
LMPTP block,-5.5,0.4,1.8,0.4,-0.5,-1.5
SKN-1 inh,0,2,2,9,-21,1
CendR NRP1 mod,4,6,-12,0,3,-2
NadD inh,-5,-7,-9,-8,-6,-2
DNMT1 block,2,-6,2,-11,0,1
SUMO1 PPI mod,-34,61*,-10,4,4,13
Scp-1 inhibitor,1,5,-5,-11,-5,-5
TbMetRS inhib,-0.3,-1.3,-0.7,-0.8,-0.4,-0.5

Some of the entries above in another layout:
entry	Neddylation inh	STEP inh	LMPTP block	SKN-1 inh	CendR NRP1 mod	NadD inh	DNMT1 block	SUMO1 PPI mod	Scp-1 inhibitor	TbMetRS inhib	SMILES
34	i	1	0.4	9	0	-8	-11	4	-11	-0.8	N#CCCCCn1ccc(NC(=O)c2ccc(Cl)cc2O)n1
7	i	2	-1.1	14	11	1	0	-14	-7	-0.3	C=CCn1c(N)c(C(=O)OCC)sc1=S
18	i	-2	-0.8	6	19	3	3	-10	-5	-0.3	O=C1c2ccccc2C(=O)N1CCCN1C(=O)c2ccccc2C1=O
33	i	-1	1.8	2	-12	-9	2	-10	-5	-0.7	N/C(=N\OC(=O)Cc1ccccc1[N+](=O)[O-])c1ccc(Br)cc1

(continued)
37: CCC(Cc1ccccc1)NS(=O)(=O)c1ccc2c(c1)NC(=O)CS2 (centres undefined)
38: O=C(Nc1cccc(-n2cccn2)c1)C1CCCN(Cc2ccccc2F)C1 (centres undefined)
39: O=C(OCC(=O)N1CCCc2ccccc21)c1ccc(C(F)(F)F)cc1
40: O=C(CCC1CCCC1)NCc1ccccn1
41: CCOc1ccc2nc(SCC(=O)Nc3cc4c(cc3C(C)=O)OCO4)[nH]c2c1
42: CCOC(=O)c1ccc(N/C(=N/S(=O)(=O)c2ccccc2)c2ccccc2)cc1
Compound,37,38,39,40,41,42
Neddylation inh,i,i,i,i,i,i
STEP inh,0,-1,-1,-4,2,-1
LMPTP block,0.1,0.1,0.3,0.3,1.2,1.8
SKN-1 inh,-6,3,8,10,2,4
CendR NRP1 mod,-1,-2,5,1,3,2
NadD inh,-3,-3,-9,-5,10,-5
DNMT1 block,-1,-3,3,2,0,-4
SUMO1 PPI mod,-2,-3,4,0,-12,5
Scp-1 inhibitor,-3,-2,1,-2,6,-10
TbMetRS inhib,-0.4,0.5,-0.7,-0.2,-0.3,-0.2

43: CCOC(=O)N1C2C=CC(C2)N1C(=O)OCC
44: COc1ccc(C(=O)c2c(C(F)(F)F)oc3c2C(=O)c2ccccc2C3=O)cc1OC
45: CC1(C)C(=O)C=C(N2CCCCC2)c2ccccc21
46: Cc1cnc(-c2nc3ccccc3n2C(C(=O)Nc2c(C)cccc2C)C2CC2)cn1 (centres undefined)
47: Cn1c(=O)c2c(ncn2CC(=O)N2CCN(c3ccccc3F)CC2)n(C)c1=O
48: COc1ccc(COCC(O)CN2CCCCC2)cc1OC (centres undefined)
Compound,43,44,45,46,47,48
Neddylation inh,i,i,i,i,i,i
STEP inh,0,-2,-1,·,-1,-1
LMPTP block,-1.3,1.2,0.1,-0.4,-1.4,-1.8
SKN-1 inh,-10,-5,7,-7,5,5
CendR NRP1 mod,17,0,-3,11,-4,3
NadD inh,-4,6,-2,·,-2,1
DNMT1 block,14,-5,-1,·,3,2
SUMO1 PPI mod,2,-25,-1,2,-5,-1
Scp-1 inhibitor,-10,-7,·,·,-7,0
TbMetRS inhib,-0.4,-0.9,-0.1,0.5,-0.8,-0.8
